SW480 rerep – inducers of DNA re-replication in SW480 colon cancer cells. AID 624297. Potency, µM (doses to about 46.1 µM), for inactives: at the highest dose re-replication activation, hits mostly activators. SW480 DNA re-replication, Hoechst DNA content imaging, 48 h. hit rate 1.8% among 340,000; also: potency is read from the fitted curve at half-maximal effect; % of control where 0% means no effect; nearly all actives have a fitted effect of over 55% in size
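DNA re-replication was detected as more nuclei of elevated Hoechst intensity after 48 hr exposure to compound (23 nL pinned per well of 250 cells).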
KB-3-1 cytotox – KB-3-1 parental cell cytotoxicity. AID 1347075. KB-3-1 viability, CellTiter-Glo ATP luminescence, 72 h. Potency, µM (titrated, usually from 46.1 µM), inactives show at the highest dose activity change, negative = cytotoxic, usual class: cytotoxic. hit rate 1.4% among 400,000; also: potency is read from the fitted curve at half-maximal effect; % is scaled to controls: 0 for no effect and ±100 for the full control effect; nearly all actives have a fitted effect of over 60% in size
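KB-3-1 parental drug-naive adenocarcinoma cells in DMEM/10% FBS, incubated 72 h at 37 C with pin-transferred compounds across a concentration series. Viability by CellTiter-Glo luminescence; concentration-response curves fitted after normalization.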
GLP1R cytotox – cytotoxicity in counter-screen for GLP-1R inverse agonists; HEK293 cAMP-luciferase reporter cells, luminescence, 24 h; Potency, µM (series often up to 38.3 µM), for inactives: top-dose activity change, negative = inhibition, most hits filed as inhibitors; hit rate 0.13% among 410,000;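 also: loss of luciferase light is scored as toxicity; potency is read from the fitted curve at half-maximal effect; % is scaled to controls: 0 for no effect and ±100 for the full control effect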
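Compound-treated cells are incubated 24 hr at 37 deg C under 5% CO2 after a 12 hour attachment period, then luciferase detection reagent is added and luminescence is measured following 12 min at room temperature; lowered signal indicates toxicity.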
IL1B secr inh – inflammasome signaling inhibition, IL-1 beta readout; THP-1 LPS/ATP IL-1B secretion, AlphaLISA, 16 h; active compounds read low; activity change, % at 57.5 µM; hit rate 4.7% among 360,000; AID 743279; in the data active = activity change below about -50%; inconclusive = mostly about -30% to -49%; also: % is scaled to controls: 0 for no effect and ±100 for the full control effect
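Secreted IL-1B measured by AlphaLISA bead assay after 16 h compound exposure of THP-1 cells; compounds (final up to 57.5 uM) added 1 h before LPS (250 ng/mL) and ATP (1.25 mM) stimulation; lower signal means less secretion.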
HT1080 IDH1KD tx – kills HT-1080 cells with IDH1 knockdown. HT-1080 IDH1 knockdown viability, ATP luminescence, 48 h. Potency, µM (doses to about 46.1 µM), for inactives: at the top dose activity, negative = toxicity, actives largely listed as cytotoxic. hit rate 2% among 360,000. AID 686971;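 also: potency is read from the fitted curve at half-maximal effect; 0% = DMSO wells and -100% = cell-free medium wells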
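Cytotoxicity counter-line: IDH1KD HT-1080, 48 h, CellTiter-Glo. Curves classed by r2, magnitude and activity.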
KB-V1 MDR tox – KB-V1 MDR subline cytotoxicity | KB-V1 MDR cells viability, CellTiter-Glo, 72 h | Potency, µM (series often up to 46.1 µM), for inactives: top-dose activity change, negative = cytotoxicity, actives largely listed as cytotoxic | hit rate 3.4% among 400,000 | AID 1347076; also: potency is read from the fitted curve at half-maximal effect; % is scaled to controls: 0 for no effect and ±100 for the full control effect; nearly all actives have a fitted effect of over 60% in size
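Cytotoxicity toward P-gp-expressing KB-V1 cells was determined as loss of CellTiter-Glo luminescence after 72 h at 37 degrees C. Compounds were tested in quantitative HTS format across a concentration range, with curves fitted to normalized data.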
DRD3 agonist – D3 dopamine receptor (human) agonism; P35462; D3R DiscoveRx beta-arrestin cells, luminescence, 90 min; max activation, %; hit rate 0.58% among 410,000; AID 652048; in the data active = max activation above about 30%; also: 0% is about no effect; mostly tested at two doses, the higher about 12 µM
Target sequence (P35462 whole entry, looked up): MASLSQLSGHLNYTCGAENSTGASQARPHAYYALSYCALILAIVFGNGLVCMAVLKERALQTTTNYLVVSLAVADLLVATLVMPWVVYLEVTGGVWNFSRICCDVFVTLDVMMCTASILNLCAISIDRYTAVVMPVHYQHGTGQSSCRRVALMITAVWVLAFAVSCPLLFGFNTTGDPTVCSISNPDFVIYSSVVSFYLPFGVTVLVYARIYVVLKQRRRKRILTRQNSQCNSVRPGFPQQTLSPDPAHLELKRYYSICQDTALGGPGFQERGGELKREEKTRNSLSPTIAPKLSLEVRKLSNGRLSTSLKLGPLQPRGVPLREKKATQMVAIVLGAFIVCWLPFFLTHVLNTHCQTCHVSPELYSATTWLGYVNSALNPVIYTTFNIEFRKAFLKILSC
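Agonist mode: compounds and dopamine controls were applied to plated cells for 90 min at 37 degrees C after an overnight attachment at 1500 cells/well. Luminescent read-out followed 30 - 60 minutes at room temperature with DiscoveRx detection reagent.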
HT1080-NT tox – kills 2HG-producing HT-1080-NT fibrosarcoma cells. HT-1080-NT fibrosarcoma viability, CellTiter-Glo ATP luminescence, 48 h. Potency, µM (series often up to 46.1 µM), for inactives: at the top dose activity, negative = less viability, usual class: cytotoxic. hit rate 1.6% among 360,000. AID 686970;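 also: NT is the 2HG producing partner of a matched IDH1 knockdown line; potency is read from the fitted curve at half-maximal effect; 0% = DMSO-treated cells and -100% = media-only wells without cells; nearly all actives have a fitted effect of over 55% in size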
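Luminescent CellTiter-Glo readout after 48 hours of compound exposure at 37 degrees C defined viability of HT-1080-NT cells. Activity was normalized to DMSO wells and cell-free media wells; concentration-response curves were fitted and assigned curve classes.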
MCF10A rerep – DNA re-replication induction in MCF 10a cells. MCF 10A DNA re-replication, Hoechst nuclear intensity, 48 h. Potency, µM (series often up to 46.1 µM), inactives show top-dose activity, positive = re-replication, usual class: activators. hit rate 2.9% among 350,000; also: potency is read from the fitted curve at half-maximal effect; % of control where 0% means no effect; nearly all actives have a fitted effect of over 50% in size
* hit, by the source's call; u = inconclusive; x = not tested or not shown; & = joins results of further samples; [ ] = another dose, or the depositor's remark. Unless noted, calls follow the shape of the dose curve; as a rule, active = well fitted curve in the direction sought with a large enough effect; inconclusive = small, poorly fitted or top-dose-only effect, or another doubt; inactive = no such curve, though single readings can be large; an effect the other way counts as inactive or inconclusive. An unsorted share of the library. Share with any hit: about 11%.

SMILES	SW480 rerep	KB-3-1 cytotox	GLP1R cytotox	IL1B secr inh	HT1080 IDH1KD tx	KB-V1 MDR tox	DRD3 agonist	HT1080-NT tox	MCF10A rerep
CCOC(=O)CC(=O)CSc1nc2sc(C)cc2c(=O)n1Cc1ccco1	-8%	-1%	-3%	12	-3%	-1%	-3	3%	7%
CCN(C(=O)COC(=O)c1ccc(Cl)cc1N)C1CCCCC1	2%	-7%	0%	-13	1%	-1%	0	8%	2%
Cc1cc2c(cc1S(=O)(=O)N(C)Cc1ccccc1)OCC(=O)N2	-2%	-4%	-31%	8	2%	18%	5	1%	5%
Cc1ccc(S(=O)(=O)N(C)C)cc1NC(=S)N1CCN(Cc2ccc3c(c2)OCO3)CC1	-8%	u	3%	30	-1%	u	-1	-1%	-4%
COc1ccc(CCN(C)C/C=C/c2ccccc2)cc1OC	-27%	0%	3%	u	-10%	17%	-22	-9%	u
O=C1CCC[C@@H]2C[C@@]3(C[C@@H]4CCN1[C@H]24)Nc1cc(Cl)ccc1NC3=NC1CCCCC1	u	0%&12%	1%	23	0%	-28%&-15%	-40	1%	8%
Cc1ccc(CN2CCSCC2)c(C)c1	-7%	0%	-1%	19	1%	-22%	-2	6%	-5%
O=C(CN1C(=O)c2ccccc2C1=O)NCc1ccc(C(=O)O)cc1	-6%	10%	35%[activator]	17	21%	0%	-3	12%	0%
COC(=O)[C@H](CCSC)NC(=O)Cn1ccc(N)nc1=O	-9%	-16%	2%	5	-4%	-5%	-3	-4%	0%
NC(=O)/C(=C\c1ccccc1)NC(=O)c1ccc(NC(=O)c2ccccc2)cc1	u	1%	3%	0	11%	16%	-16	-3%	u
Cc1ccc(S(=O)Cc2ccc(C(=O)NC3CCCCCC3)o2)cc1 (stereo not drawn)	x	2%	-5%	x	x	-6%	-16	x	x
O=C(COC(=O)Cc1cccs1)Nc1ccc(OC(F)(F)F)cc1	-3%	2%	0%	5	-4%	-13%	-4	-2%	0%
O=C(CC1C(=O)NCCN1Cc1ccc(-c2ccccc2)cc1)NCCCn1cccn1 (stereo not drawn)	4%	-5%	12%	-5	-1%	0%	5	-1%	-4%
CSc1nc2sc3c(c2c(=O)n1C1CCCCC1)CCN(C)C3	2%[9.22 µM]	0%	0%	-4	9%	1%	3	6%	-7%
Cc1ccc(-n2cnnn2)cc1Cl	-3%	1%	7%	22	5%	6%	3	6%	0%[9.22 µM]
CC1Cc2ccccc2N1C(=O)c1ccc(Br)o1 (stereo not drawn)	-19%	-7%	10%	-7	-2%	13%	1	-9%	-1%
Cc1cc(C)n(CC(=O)N/N=C/c2c[nH]c3ccccc23)n1	-3%	-1%	-11%	8	-5%	1%	-1	-4%	-4%
Cc1ccc(C(=O)Nc2ccc3c4c(cccc24)CC3)cc1[N+](=O)[O-]	-36%[inhibitor]	0%	-9%	-13	9%	0%	-5	18%	1%
Cc1ccc(NC(CC(=O)c2ccccc2)C(=O)O)cc1Cl (stereo not drawn)	9%	2%	13%	37	-2%	-9%	-1	-1%	u
COc1cc(CC(=O)OCc2cccc([N+](=O)[O-])c2)cc(OC)c1OC	-20%	0%	-21%	11	-15%	u	5	2%	1%
COC(=O)c1cc(=O)n(Cc2ccc(OC)cc2)c(=NCc2ccc(OC)cc2)s1	-4%	5%	-6%	10	9%	1%	3	10%	-1%
Cc1cccc(N2C(=O)C3CCC(c4ccccc4)CC3C2=O)c1 (stereo not drawn)	0%	12%	0%	-2	-3%	5%	2	-14%	0%
COc1ccc(NC(=O)Nc2ccc(C(=O)N3CCOCC3)cc2)cc1	-1%[9.22 µM]	-1%	-17%	7	5%	14%	-4	7%	-4%
CCOc1ccc(NS(=O)(=O)c2ccc(NC(=S)NC(C)=O)cc2)cc1	11%	5%	-16%	34	-15%	26%	-9	-9%	-5%
CCOC(=O)c1c(NC(=O)CNCCOC)sc2c1CCCC2	-15%	8%	-1%	-1	4%	-3%	5	-1%	u

The list goes on, starting with the last 6 of the part before.
SMILES	SW480 rerep	KB-3-1 cytotox	GLP1R cytotox	IL1B secr inh	HT1080 IDH1KD tx	KB-V1 MDR tox	DRD3 agonist	HT1080-NT tox	MCF10A rerep
COc1cc(CC(=O)OCc2cccc([N+](=O)[O-])c2)cc(OC)c1OC	-20%	0%	-21%	11	-15%	u	5	2%	1%
COC(=O)c1cc(=O)n(Cc2ccc(OC)cc2)c(=NCc2ccc(OC)cc2)s1	-4%	5%	-6%	10	9%	1%	3	10%	-1%
Cc1cccc(N2C(=O)C3CCC(c4ccccc4)CC3C2=O)c1 (stereo not drawn)	0%	12%	0%	-2	-3%	5%	2	-14%	0%
COc1ccc(NC(=O)Nc2ccc(C(=O)N3CCOCC3)cc2)cc1	-1%[9.22 µM]	-1%	-17%	7	5%	14%	-4	7%	-4%
CCOc1ccc(NS(=O)(=O)c2ccc(NC(=S)NC(C)=O)cc2)cc1	11%	5%	-16%	34	-15%	26%	-9	-9%	-5%
CCOC(=O)c1c(NC(=O)CNCCOC)sc2c1CCCC2	-15%	8%	-1%	-1	4%	-3%	5	-1%	u
CCc1cc2c(SC(C)C(=O)NC3CCCC3)ncnc2s1 (stereo not drawn)	u	-1%	-1%	-14	0%	-23%	2	3%	u
CC(C)C(=O)Nc1ccc(NC(=O)c2cccnc2)cn1	-3%	2%	6%	-8	25%	10%	-2	21%	-3%
CCOc1ccccc1C1C(C#N)=C(N)Oc2cc(C)n(C)c(=O)c21 (stereo not drawn)	-1%	-1%	0%	-4	2%	1%	0	14%	7%
COc1cccc(COC(=O)c2sc3nc4n(c(=O)c3c2C)CCC4)c1OC	2%	-1%	-10%	-11	16%	0%	28	18%	13%
NC(=O)[C@H](Cc1cc2ccccc2s1)NC(=O)[C@@H]1CC2(CC(c3cccc(NC(=O)[C@@H]4CCC(=O)N4)c3)=NO2)CN1C(=O)/C=C/Sc1ccccc1 (stereo partly drawn)	8%	2%	-2%	0	0%	-10%	-11	0%	21%
Cc1ccc(C)c(C(=O)COC(=O)Cn2c(C)csc2=O)c1	-16%	6%	-3%	8	14%	0%	-5	23%	11%
Cc1ccc(/C(CSc2nccn2-c2ncc(C(F)(F)F)cc2Cl)=N\O)cc1	1%	-24%	4%	1	-14%	u	0	-10%	1%
COc1cccc(NC(=O)COC(=O)/C=C/c2ccc(Cl)cc2Cl)c1	0%	6%	6%	0	15%	2%	4	10%	7%
Cc1ccc(SCCC(=O)N2CCC(C(N)=O)CC2)cc1	-8%[9.22 µM]	-2%	14%	8	7%	5%	-4	6%	-4%
O=C(CCCCCn1c(=O)[nH]c2ccccc2c1=O)N1CCN(c2cccc(C(F)(F)F)c2)CC1	x	u	2%	x	x	-24%	-13	x	x
C=C1C(C(=O)N2CCOCC2)C1C(=O)N1CCOCC1 (stereo not drawn)	2%	7%	25%	11	0%	7%	-6	0%	1%
CCOc1ccc2nc(NCCNC(=O)C(C)(C)C)c(C)cc2c1	0%	5%	16%	37	3%	-27%	-5	-18%	-12%
NCCCSC1=NCCCN1	12%	-4%	-11%	3	u	12%	28	-2%	17%
CN(C)C(=O)CSc1nnc(-c2cnccn2)n1C	-1%	1%	-2%	17	12%	3%	2	7%	0%
O=C(Nc1cc2c(oc1=O)CCCC2=O)c1ccccc1	-1%	7%	0%	5	7%	2%	0	5%	4%
CS(=O)(=O)N1CCC(C(=O)Nc2ccc(F)cc2)CC1	-43%[inhibitor]	9%	5%	0	13%	-9%	-1	15%	1%
CC(Oc1ccc2oc3ccccc3c2c1)C(=O)NC12CC3CC(CC(C3)C1)C2 (stereo not drawn)	u	-19%	-9%	-10	-17%	-3%	-7	-9%	16µM*
Cc1ccc(-n2c(SCC(=O)NC3CCCCC3)nc3c(c2=O)SCC3)cc1	-8%	26%	0%	0	2%	2%	2	15%	0%
CCOc1ccc(C(=O)Nc2ccc3c(c2)OCCO3)cc1OC	-5%	4%	3%	-9	u	-21%	0	u	3%
Cc1ccccc1CS(=O)(=O)Cc1ccc(C(=O)NCCCN2CCOCC2)o1	-1%	3%	5%	9	3%	25%	-2	8%	-5%
Cc1cc(/C=N/NC(=O)c2cccc(N(C)C)c2)c(C)n1-c1cc(C(=O)O)cc(C(=O)O)c1	-7%	16%	-1%	0	-1%	14%	-5	-9%	-14%
COc1ccccc1C(=O)Nc1ccccn1	-2%	-12%	0%	-18	1%	1%	-14	2%	-22%
CCOc1ccc2nc(NCCNC(=O)C3CC3)c(C)cc2c1	21%	-3%	76%[activator]	0	-8%	11%	-5	0%	-6%
CCN(CC)c1ccc(/C=N\N2CCN(Cc3ccc(C)cc3)CC2)cc1	-6%	0%	6%	-8	-3%	u	-25	-23%	u
CCOC(=O)c1c(C)[nH]c(C(=O)COC(=O)C2=NNC(=O)CC2)c1C	7%	u	-1%	1	-13%	0%	8	-6%	4%
CCc1c(C(=O)NNC(=S)NCCc2ccccc2)csc1C	23%	-10%	-32%	-1	-7%	0%	-26	-20%	u

Part of the list above, reformatted:
| Compound | SW480 rerep | KB-3-1 cytotox | GLP1R cytotox | IL1B secr inh | HT1080 IDH1KD tx | KB-V1 MDR tox | DRD3 agonist | HT1080-NT tox | MCF10A rerep |
| --- | --- | --- | --- | --- | --- | --- | --- | --- | --- |
| CCOc1ccccc1C1C(C#N)=C(N)Oc2cc(C)n(C)c(=O)c21 (stereo not drawn) | -1% | -1% | 0% | -4 | 2% | 1% | 0 | 14% | 7% |
| Cc1ccc(C)c(C(=O)COC(=O)Cn2c(C)csc2=O)c1 | -16% | 6% | -3% | 8 | 14% | 0% | -5 | 23% | 11% |

Bioassay records deposited in PubChem by National Center for Advancing Translational Sciences (NCATS).
